High-throughput results as filed in PubChem BioAssay.
Ecoli WT expand – growth inhibitors of wild-type E. coli, primary screen, strain BW25113, expanded library, OD600. actives 0.15% (n = 98,000). AID 710, 2007. growth inhibition, % at 100 µM. OD600 absorbance;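 active = growth inhibition above about 50% at one test dose, limit read from the data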;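 note: growth measured after 20 h incubation at 37 °C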
PLAP act – PLAP enzyme activators, biochemical, luminescence, HTS. purified PLAP enzyme, luminescent substrate read-out; stronger effect = higher value. activation fold at 20 µM. actives 1.2% (n = 96,000); in the data active = activation fold above about 2
ERa SRC1 inh – ERα–SRC-1 coactivator interaction inhibitors, primary screen, biochemical, TR-FRET, ERα LBD, estradiol-bound; Estrogen receptor (Homo sapiens), P03372; TR-FRET ER-alpha LBD / SRC-1 peptide; inhibition, % at 25.6 µM; actives 1.7% (n = 86,000); in the data active = inhibition above about 50%;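 note: 0% = receptor plus peptide control and 100% = peptide only without receptor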
ERb SRC1 inh – inhibitors of ERβ-SRC1 coactivator interaction, primary screen, biochemical, TR-FRET, ERβ LBD, SRC-1 peptide; TR-FRET ER-beta LBD / SRC1-Cy5 peptide binding; receptor agonist-loaded with 1 µM estradiol; inhibition, % at 25.6 µM; actives 1.3% (n = 86,000);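 active = compounds whose percent inhibition of the receptor-coactivator binding signal exceeds about 50% in the single-dose screen, limit read from the data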;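 note: 0% = receptor plus peptide wells without compound and 100% = peptide-only wells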
ERa SRC1 pot – enhancers of ERα–SRC-1 coactivator binding, primary screen, biochemical, TR-FRET, ERα LBD, low estradiol; TR-FRET ERalpha-LBD/SRC-Cy5 coactivator binding, 2 h; 100 = basal binding, no effect; AID 639, 2007; coactivator binding (% of control), % at 25.6 µM; actives 1.3% (n = 86,000); in the data active = activity above about 200%;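 note: binding measured in presence of low estradiol as agonist stimulus; 0% = peptide alone without receptor and 100% = receptor with peptide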
CD11b adhes enh – enhancers of CD11b/CD18 adhesion to fibrinogen, primary screen, K562 cells, luminescence; Integrin beta-2 (Homo sapiens) + Integrin alpha-M (Homo sapiens), P05107+P11215; ATPlite luminescence; activation, % at 10 µM; actives 0.07% (n = 93,000);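 active = 10 µM primary screen giving 50% or more activity, confirmed by 40% or more on retest at that dose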; note: strong numbers were not always called active; reference of the scale not given here
Target sequence (P05107 whole entry, looked up, other chains not shown): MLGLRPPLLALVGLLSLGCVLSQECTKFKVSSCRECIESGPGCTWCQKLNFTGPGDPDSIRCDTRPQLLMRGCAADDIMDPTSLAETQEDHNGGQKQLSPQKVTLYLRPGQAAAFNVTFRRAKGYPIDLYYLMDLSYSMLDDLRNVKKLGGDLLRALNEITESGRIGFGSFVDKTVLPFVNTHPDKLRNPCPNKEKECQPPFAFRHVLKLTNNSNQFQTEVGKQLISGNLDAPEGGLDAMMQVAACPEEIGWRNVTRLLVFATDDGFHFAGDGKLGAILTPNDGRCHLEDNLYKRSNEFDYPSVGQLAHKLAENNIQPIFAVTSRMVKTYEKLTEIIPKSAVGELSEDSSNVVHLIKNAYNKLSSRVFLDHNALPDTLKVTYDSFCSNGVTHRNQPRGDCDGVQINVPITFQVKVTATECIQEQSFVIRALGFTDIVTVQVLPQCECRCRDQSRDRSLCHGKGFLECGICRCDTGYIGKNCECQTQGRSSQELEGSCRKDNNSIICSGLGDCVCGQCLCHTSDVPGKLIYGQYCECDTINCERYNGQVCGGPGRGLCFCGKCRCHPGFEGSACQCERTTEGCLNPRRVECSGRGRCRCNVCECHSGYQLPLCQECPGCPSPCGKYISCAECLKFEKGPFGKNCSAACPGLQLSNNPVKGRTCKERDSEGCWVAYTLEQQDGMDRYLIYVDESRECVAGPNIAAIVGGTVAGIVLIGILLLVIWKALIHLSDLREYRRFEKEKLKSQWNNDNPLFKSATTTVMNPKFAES
Mac1 fbg inh – inhibitors of CD11b/CD18 adhesion to fibrinogen, primary screen, K562 cells, luminescence; Integrin beta-2 (Homo sapiens) + Integrin alpha-M (Homo sapiens), P05107+P11215; ATPlite luminescence; Mn2+ added to activate the integrin; inhibition, % at 10 µM; actives 0.54% (n = 93,000);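 active = primary inhibition of 50% or more at 10 µM, then 40% or more on retest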; note: some results filed as inactive read as strong as hits
FAK blocker – FAK kinase inhibitors, primary screen, biochemical | actives 0.84% (n = 97,000) | biochemical FAK kinase activity assay | Focal adhesion kinase 1 (Homo sapiens), Q05397 | inhibition, %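 (tested at 7 µM)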; in the data active = inhibition above about 19%;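 note: 0% = DMSO and 100% = reference compound high control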
MT1-MMP txn act – MT1-MMP promoter reporter activation – cell-based, luciferase luminescence, primary screen | HT1080 MT1-MMP promoter luciferase reporter, overnight; stronger effect = higher value | activation factor at 10 µM | actives 0.16% (n = 86,000) | AID 750, 2007;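 active = activation factor of at least 2 for MT1-MMP transcription at 10 µM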
* = called active by the depositor; / = not tested or not shown; [ ] = remark or other dose.

1: Cc1ccccc1C(=O)NNC1=NCCC1
2: CC1(C)CC(=O)C=C(NCCN2CCN(C(=O)Nc3ccccc3)CC2)C1
3: CN(C)C(=O)N1CCC(C(=O)NCc2ccccc2Cl)CC1
4: CC(=O)N1CCc2cc(S(=O)(=O)NC(C(=O)NC3CCCc4ccccc43)C(C)C)ccc21 (stereo unspecified)
5: Clc1ccc(CNCCC2=CCCCC2)cc1
6: CN1C(=O)/C(=C/c2cc(N=Nc3ccccc3)ccc2O)SC1=S

Screen / compound no.	1	2	3	4	5	6
ERa SRC1 pot	105	110[fluorescence artefact?]	124	/	/	/
ERa SRC1 inh	1	1	-5	/	/	/
ERb SRC1 inh	-2	4	-10	/	/	/
FAK blocker	2	2	-1	/	-1	2
Ecoli WT expand	1	1	8	-8	34	-22
CD11b adhes enh	-3	12	3	-3	-2	-11
Mac1 fbg inh	-5	-31	11	-13	-4	97
PLAP act	1.6	0.9	1.2	0.9	1.1	0.9
MT1-MMP txn act	1	1.1	1.2	1.1	/	/

7: COc1cccc(N=c2oc3c(C)ncc(CO)c3cc2C(N)=O)c1
8: COc1ccc(OC)c(C2=NOC(C(=O)Nc3cc(C)nn3-c3ccccc3)C2)c1 (stereo unspecified)
9: COc1ccc(S(=O)(=O)N2CCC(C(=O)NCC(c3cccs3)N(C)C)CC2)cc1 (stereo unspecified)
10: CCC(=O)Nc1c2c(nn1-c1ccc(F)cc1)CS(=O)C2 (stereo unspecified)
11: Cc1nc2c(c(=O)n1Cc1ccccc1Cl)c1nc3ccccc3nc1n2Cc1ccco1
12: Fc1ccc2nc3n(c2c1F)CCCCCC3

Screen / compound no.	7	8	9	10	11	12
ERa SRC1 pot	107	/	111	112	168[fluorescence artefact?]	124
ERa SRC1 inh	-6	/	0	3[fluorescence artefact?]	32	0
ERb SRC1 inh	15	/	-3	-10[fluorescence artefact?]	26	-6
FAK blocker	1	/	-1	3	/	9
Ecoli WT expand	-6	1	-2	0	/	2
CD11b adhes enh	6	2	-4	2	56	-2
Mac1 fbg inh	18	0	2	-9	7	-3
PLAP act	1	0.9	1.7	0.9	1.5	1.1
MT1-MMP txn act	1.1	/	1.2	1.1	1	1.2

13: CC(=O)n1nc(-c2ccccc2)nc1NCc1ccc(F)cc1
14: Nc1nc(SCc2nc3scc(-c4ccccc4)c3c(=O)[nH]2)n[nH]1
15: CS(=O)(=O)N1N=C(c2ccc3nccnc3c2)CC1c1ccccc1 (stereo unspecified)
16: CSc1nc2[nH]c3c(c2c2nncn12)CC(C)(C)OC3
17: COc1ccc(OC)c(-c2nnc(SCC(=O)NC3CCCCC3)o2)c1
18: O=S(=O)(c1cnccc1N1CCN(/N=C/c2ccc(Cl)cc2)CC1)N1CCCCC1

Screen / compound no.	13	14	15	16	17	18
ERa SRC1 pot	113	/	/	111	115	/
ERa SRC1 inh	-3	/	/	-10	-2	/
ERb SRC1 inh	-8	/	/	-2	-9	/
FAK blocker	0	-1	1	/	/	-1
Ecoli WT expand	0	5	1	3	6	-2
CD11b adhes enh	-4	3	0	-3	4	-8
Mac1 fbg inh	-1	8	1	-12	-7	0
PLAP act	1.5	/	1.1	0.9	1.1	1
MT1-MMP txn act	1.2	/	/	1.2	1.1	/

Reformatted with two lines to a compound: part of the list above
Results follow in this order: ERa SRC1 pot	ERa SRC1 inh	ERb SRC1 inh	FAK blocker	Ecoli WT expand	CD11b adhes enh	Mac1 fbg inh	PLAP act	MT1-MMP txn act
(5) Clc1ccc(CNCCC2=CCCCC2)cc1
    /	/	/	-1	34	-2	-4	1.1	/
(6) CN1C(=O)/C(=C/c2cc(N=Nc3ccccc3)ccc2O)SC1=S
    /	/	/	2	-22	-11	97	0.9	/

More results
19: O=C1CC(c2ccccc2)CN1C(=O)c1ccccc1 (stereo unspecified)
20: Clc1ccsc1-c1csc(-c2cccnc2)n1
21: COc1cc(C(=O)Nc2ccc(OCC(=O)O)cc2)cc(OC)c1OC
22: Cc1ccc(-c2nc3ccccc3[nH]2)cc1NC(=O)c1ccc2c(c1)OCO2
23: COC(=O)c1sccc1NC(=O)CSc1ccccc1NS(=O)(=O)c1ccccc1Cl
24: COc1ccccc1NS(=O)(=O)c1ccc(C)c(C(=O)NCC2CCCO2)c1 (stereo unspecified)

Screen / compound no.	19	20	21	22	23	24
ERa SRC1 pot	102[fluorescence artefact?]	115	114	/	/	124
ERa SRC1 inh	-1	2	4[fluorescence artefact?]	/	/	-4
ERb SRC1 inh	-9[fluorescence artefact?]	-7	-4	/	/	-6
FAK blocker	-4	2	/	-3	3	1
Ecoli WT expand	2	0	-13	-11	-22	1
CD11b adhes enh	2	-1	1	0	-6	7
Mac1 fbg inh	11	-15	16	-7	31	-4
PLAP act	1	0.8	1.1	1	1.3	1
MT1-MMP txn act	1.1	1.4	1.1	/	/	1.1

25: CC(=O)CSc1nc(C(F)(F)F)cc(=O)n1-c1ccccc1
26: Cc1ccc(C2=NNC(C(O)C(O)C(O)CO)S2)cc1 (stereo unspecified)
27: CCOC(=O)Nc1ccc2c(c1)N(C(=O)CN1CCN3CCCC3C1)c1ccccc1CC2 (stereo unspecified)
28: C=CCn1c(=N)n(CC(=O)OC)c2ccccc21
29: CCOc1ccc(NS(=O)(=O)c2ccc3[nH]cc(C(=O)NC(C)CC)c(=O)c3c2)cc1 (stereo unspecified)
30: COc1cc(C(c2c(C)[nH][nH]c2=O)c2c(C)[nH][nH]c2=O)ccc1OCc1ccc([N+](=O)[O-])cc1

Screen / compound no.	25	26	27	28	29	30
ERa SRC1 pot	/	/	125	130[fluorescence artefact?]	84[fluorescence artefact?]	86[fluorescence artefact?]
ERa SRC1 inh	/	/	-5	-2	-1	1
ERb SRC1 inh	/	/	-4[fluorescence artefact?]	-10	2	3
FAK blocker	56*	2	9	-3	2	3
Ecoli WT expand	5	9	2	3	-1	6
CD11b adhes enh	2	7	0	-4	/	10
Mac1 fbg inh	-2	-11	-17	4	/	5
PLAP act	1.1	2.4*	1.7	1.2	/	2.6*
MT1-MMP txn act	/	/	1.1	1.1	1.2	1.5

31: COc1cccc(C(=O)OC(C)CN2CCCC2)c1 (stereo unspecified)
32: O=C(O)c1ccc(COc2ccc3c4c(c(=O)oc3c2)CCC4)o1
33: CN(C)/C=N/C(=S)Nc1ccccc1F
34: Cc1nc(NC(=O)CCc2ccccc2)ccc1Br
35: Cc1ccc(/C=N/NC(=O)c2cc(C)oc2C)o1
36: COCCCn1c(-c2ccsc2)nc2c1c(=O)[nH]c(=O)n2Cc1ccccc1

Screen / compound no.	31	32	33	34	35	36
ERa SRC1 pot	126	69	100	101	/	116
ERa SRC1 inh	-6	12	-13	9	/	-1
ERb SRC1 inh	-13	23	4	-6	/	-7
FAK blocker	3	3	1	1	0	2
Ecoli WT expand	1	-1	-2	-6	10	-12
CD11b adhes enh	-1	-7	-2	-3	3	-1
Mac1 fbg inh	5	-4	-5	16	-14	6
PLAP act	1	1	1.1	1	1	1.2
MT1-MMP txn act	1	0.6	/	1.2	/	1.1

Limited to MT1-MMP txn act, for some of the entries so far:
entry	Structure	MT1-MMP txn act
34	Cc1nc(NC(=O)CCc2ccccc2)ccc1Br	1.2
32	O=C(O)c1ccc(COc2ccc3c4c(c(=O)oc3c2)CCC4)o1	0.6
36	COCCCn1c(-c2ccsc2)nc2c1c(=O)[nH]c(=O)n2Cc1ccccc1	1.1

More records.
37: CCC(=O)n1nc(-c2ccc(OC)cc2)nc1SC
38: CC(Oc1ccc(Cl)cc1)c1ccnn1S(C)(=O)=O (stereo unspecified)
39: COc1cc(/C=N\NC(=O)CNC(=O)c2cccc([N+](=O)[O-])c2)ccc1O
40: Cc1ccc(NC(=O)NC2(C(=O)NCc3ccccc3)CCCCC2)cc1
41: CCOC(=O)Cc1csc(NC(=O)c2ccc(OC)c(OC)c2)n1
42: COc1ccccc1-c1noc(CCC(=O)Nc2cccc(C(F)(F)F)c2)n1

Screen / compound no.	37	38	39	40	41	42
ERa SRC1 pot	93	102	/	/	100	105
ERa SRC1 inh	-4	-2	/	/	-6	-3
ERb SRC1 inh	-3	-3	/	/	-11	-9
FAK blocker	6	-1	-3	4	1	/
Ecoli WT expand	/	8	5	-2	-4	-8
CD11b adhes enh	/	0	-3	-3	/	/
Mac1 fbg inh	/	8	-7	-10	/	/
PLAP act	/	1.3	0.9	1	0.9	/
MT1-MMP txn act	1.1	1.2	/	/	1.1	0.8

43: Cn1ncc2c(Nc3cccc(C(=O)O)c3)ncnc21
44: N#Cc1ccc(Oc2ccc(C(N)=O)cc2)cc1C#N
45: Cn1c(=O)c2c(nc(Sc3n[nH]c(N)n3)n2Cc2ccccc2Cl)n(C)c1=O
46: CC(C)CN(C(=O)COC(=O)Cn1cnc2ccccc2c1=O)C1CCS(=O)(=O)C1 (stereo unspecified)
47: COCCNC(C)C(=O)C12CC3CC(CC(C3)C1)C2 (stereo unspecified)
48: CCN(CC)S(=O)(=O)c1cc(Br)ccc1OC

Screen / compound no.	43	44	45	46	47	48
ERa SRC1 pot	90	115	101[fluorescence artefact?]	107	123	122[fluorescence artefact?]
ERa SRC1 inh	-7	-8	5[fluorescence artefact?]	-28	-5	-3
ERb SRC1 inh	-4	3	-4[fluorescence artefact?]	-31	15	1[fluorescence artefact?]
FAK blocker	7	-1	1	-1	/	-1
Ecoli WT expand	4	1	-4	8	5	-1
CD11b adhes enh	/	-1	0	1	-4	9
Mac1 fbg inh	/	7	12	9	-4	-3
PLAP act	1	0.8	1.5	1.1	1.3	1.3
MT1-MMP txn act	1.1	1.1	1	1.2	1	1.1

49: O=C(Nc1nc(-c2cccs2)cs1)c1ccc(S(=O)(=O)N2CCCC2)cc1
50: CCCCSc1nc2c(cnn2-c2ccc(Cl)cc2)c(=O)[nH]1
51: Cn1c2ccccc2c2ncn(CCCN3CCOCC3)c(=O)c21
52: CCOC(=O)C(CCOc1cccc(CC)c1)C(=O)OCC
53: Cc1cc(C)cc(N2C(=O)N(c3ccccc3C)C3CS(=O)(=O)CC32)c1 (stereo unspecified)
54: CS(=O)(=O)N1CCN(C(=O)c2cccnc2)CC1

Screen / compound no.	49	50	51	52	53	54
ERa SRC1 pot	190	147[fluorescence artefact?]	117	115	95	121
ERa SRC1 inh	13[fluorescence artefact?]	0[fluorescence artefact?]	-4	6[fluorescence artefact?]	-1	4[fluorescence artefact?]
ERb SRC1 inh	51*[fluorescence artefact?]	-5[fluorescence artefact?]	-4	-1[fluorescence artefact?]	-9	2[fluorescence artefact?]
FAK blocker	-6	-2	-6	9	5	2
Ecoli WT expand	-6	-7	6	3	0	6
CD11b adhes enh	-6	-3	-4	2	1	-4
Mac1 fbg inh	31	-3	-6	2	-23	-13
PLAP act	1.2	1.2	1.2	1.2	0.9	0.9
MT1-MMP txn act	1	1.1	1.4	1.7	1.1	1

55: C=CCOC(=O)c1ccc(-n2cncn2)nc1
56: CCN(CC)S(=O)(=O)c1ccc(F)c(C(=O)NCCCN2CCOCC2)c1
57: O=C(Cn1nnc(-c2ccccc2F)n1)Nc1ccc(S(=O)(=O)NC2CCCC2)cc1
58: COc1ccccc1N1CCN(S(=O)(=O)c2cc(C)sc2C)CC1
59: CC(C)(C)C1CCC2(CC1)Nc1cccc3cccc(c13)N2

Screen / compound no.	55	56	57	58	59
ERa SRC1 pot	118	101	87[fluorescence artefact?]	102	88[fluorescence artefact?]
ERa SRC1 inh	5[fluorescence artefact?]	-6	33[fluorescence artefact?]	7[fluorescence artefact?]	22
ERb SRC1 inh	-8[fluorescence artefact?]	-5	9[fluorescence artefact?]	-1[fluorescence artefact?]	3
FAK blocker	1	/	4	-3	4
Ecoli WT expand	3	4	-2	-18	-5
CD11b adhes enh	-2	0	3	-9	-1
Mac1 fbg inh	2	4	-2	6	14
PLAP act	0.9	1.4	0.9	0.9	1.1
MT1-MMP txn act	1.1	1.2	1	/	1.2
